NCI-60 one-dose screen, 48 h, at 10 µM unless noted. Numbers give growth in % (100 = growth as untreated, 0 = no growth, -100 = all killed).
MOLT-4: MOLT-4 leukemia cells; 80,000 compounds, 6.9% hits; AID 1794779
EKVX: EKVX NSCLC. 71,000 compounds, 3% hits. AID 1794765
CCRF-CEM: CCRF-CEM leukemia; 77,000 compounds, 7% hits
HOP-92: HOP-92 NSCLC cells; AID 1794738; 71,000 compounds, 6.3% hits
A549/ATCC: A549/ATCC NSCLC; 81,000 compounds, 3.7% hits
M14: M14 melanoma. AID 1794745. 80,000 compounds, 6.2% hits
RPMI-8226: RPMI-8226 leukemia cells; 77,000 compounds, 7.5% hits
HOP-62: HOP-62 NSCLC; 80,000 compounds, 3.9% hits; AID 1794735
Active calls of the source: *. The calls were made as follows: active = growth percent below 10; inactive = the rest.

C=CCc1c2c(c(OC)c3ccoc13)C(=O)/C(=C/c1ccc(OC)cc1)O2 was read as MOLT-4 98.9, EKVX 81.4, CCRF-CEM 125.2, HOP-92 85.6, A549/ATCC 82.3, M14 86.5, RPMI-8226 110.5 and HOP-62 93.4.
Screening O=C(CCc1nnc(C2CCCN2)o1)c1nc2ncccc2[nH]1 (centres undefined) returned MOLT-4 116.4, EKVX 96.3, CCRF-CEM 109.7, HOP-92 94.5, A549/ATCC 96.1, M14 101.7, RPMI-8226 108.8 and HOP-62 93.0.
`O=C(O)CCCN1C(=O)/C(=C\c2cn(-c3ccccc3)nc2-c2ccc(Cl)cc2)SC1=S` gave MOLT-4 97.5, EKVX 97.8, CCRF-CEM 102.2, HOP-92 97.3, A549/ATCC 99.4, M14 92.7, RPMI-8226 84.3 and HOP-62 98.2.
`O=C(c1ccc2ccccc2c1)c1cccc(F)c1C(=O)O` (tested in a mixture with another compound) gave MOLT-4 87.7, EKVX 103.0, CCRF-CEM 90.7, HOP-92 109.3, A549/ATCC 101.6, M14 129.3, RPMI-8226 107.2 and HOP-62 96.5.
Screening CC(=O)Nc1ccc(S(=O)(=O)OCCCl)cc1 returned MOLT-4 94.2, EKVX 93.5, CCRF-CEM 132.6, A549/ATCC 101.6, M14 99.0, RPMI-8226 102.6 and HOP-62 94.7.
Screening COc1ccc(OCC(=O)Nc2ccc(-c3nc4ccccc4s3)cc2)cc1 returned MOLT-4 89.7, EKVX 90.0, CCRF-CEM 87.0, HOP-92 92.7, A549/ATCC 90.7, M14 116.2, RPMI-8226 80.6 and HOP-62 96.0.
For Oc1c(I)cc(Cl)c2cccnc12 the results were MOLT-4 37.9, EKVX 38.7, CCRF-CEM 31.2, HOP-92 64.4, A549/ATCC 45.4, M14 50.2 and RPMI-8226 52.3.
Screening O=C(CSc1nnc(-c2ccc(NC(=O)c3cccnc3)cc2)o1)Nc1ccccc1Cl returned MOLT-4 96.5, EKVX 115.2, CCRF-CEM 78.7, HOP-92 116.2, A549/ATCC 103.1, M14 92.8 and HOP-62 109.3.
For O=c1c2ccccc2n(C[C@H]2CO2)c2ccccc12 the results were MOLT-4 0.6*, EKVX 16.3, CCRF-CEM 6.9*, HOP-92 -3.5*, A549/ATCC -37.2*, M14 6.4*, RPMI-8226 1.5* and HOP-62 -12.8*.
Cc1ccc([N+]2=NOC(=O)C2S(=O)(=O)Nc2ccc(-n3c(-c4ccc(Cl)cc4)nc4ccccc4c3=O)cc2)cc1 (centres undefined) was read as MOLT-4 74.2, EKVX 96.2, CCRF-CEM 72.8, HOP-92 88.3, A549/ATCC 90.5, M14 102.7, RPMI-8226 88.4 and HOP-62 80.9.
Screening C/C(=N\NC(=O)c1ccccc1O)c1cccc(/C(C)=N/NC(=O)c2ccccc2O)n1 returned MOLT-4 24.5, EKVX 30.0, CCRF-CEM 21.8, HOP-92 43.5, A549/ATCC 54.6, M14 48.6, RPMI-8226 41.4 and HOP-62 30.3.
Screening CCCC(=O)OC(NC(=O)NC(OC(=O)CCC)C(Cl)(Cl)Cl)C(Cl)(Cl)Cl (centres undefined) returned MOLT-4 106.1, EKVX 98.0, CCRF-CEM 97.2, HOP-92 85.7, A549/ATCC 69.8, M14 97.8, RPMI-8226 96.4 and HOP-62 85.8.
`CCOP1(=O)CC(C)=C(Cl)C(P(=O)(O)O)C1` (centres undefined) gave MOLT-4 89.9, EKVX 102.1, CCRF-CEM -35.6*, HOP-92 89.1, A549/ATCC 94.8 and RPMI-8226 81.9.
CCO[Si](OCC)(c1ccccc1)c1ccccc1 was read as MOLT-4 98.8, EKVX 119.1, CCRF-CEM 57.8, HOP-92 118.5, A549/ATCC 93.9, M14 100.6, RPMI-8226 95.2 and HOP-62 120.6.
Screening N/C(=N\S(=O)(=O)c1cccc(C(F)(F)F)c1)Nc1nc2ccccc2s1 returned MOLT-4 99.2, EKVX 92.1, CCRF-CEM 98.4, HOP-92 91.9, A549/ATCC 95.2, M14 100.5, RPMI-8226 81.4 and HOP-62 80.8.
For CCN(CC)CCC(CN=C(N)N)c1ccc(Cl)cc1 (centres undefined) the results were MOLT-4 87.4, EKVX 88.9, CCRF-CEM 84.5, HOP-92 79.0, A549/ATCC 63.7, M14 98.3, RPMI-8226 103.9 and HOP-62 77.7.
For COc1cc(CNC(=O)Cc2ccccc2)ccc1OCc1cn(-c2cccc(C(F)(F)F)c2)nn1 the results were MOLT-4 107.3, EKVX 82.4, CCRF-CEM 98.9, HOP-92 83.2, A549/ATCC 85.9, M14 95.4, RPMI-8226 93.7 and HOP-62 96.4.
Screening CNc1ccc(Br)cc1-c1n[nH]c(=O)[nH]c1=O returned MOLT-4 99.5, CCRF-CEM 102.0, A549/ATCC 112.0, M14 100.2, RPMI-8226 104.1 and HOP-62 104.9.
NCC(=O)NCC(=O)NCC(=O)NCC(=O)NCC(=O)NCC(=O)O was read as MOLT-4 104.1, EKVX 92.1, CCRF-CEM 117.6, HOP-92 109.3, A549/ATCC 103.2, M14 111.8, RPMI-8226 109.1 and HOP-62 104.2.
For O=C(N/N=C(/C(=N/NC(=O)c1ccccc1)c1ccccc1)c1ccccc1)c1ccccc1 the results were MOLT-4 50.1, EKVX 91.3, CCRF-CEM 77.6, HOP-92 77.5, A549/ATCC 86.5, M14 95.7, RPMI-8226 99.0 and HOP-62 97.3.
COc1ccc2c(c1)c(-c1nc(-c3cn(C)c4c(Cl)nccc34)cs1)cn2C was read as MOLT-4 82.4, EKVX 90.3, CCRF-CEM 82.6, HOP-92 89.9, A549/ATCC 61.9, M14 86.2, RPMI-8226 79.1 and HOP-62 98.9.
`CN(C)C(=O)NO` gave MOLT-4 103.9, EKVX 93.7, CCRF-CEM 72.7, HOP-92 95.5, A549/ATCC 89.2, M14 99.0, RPMI-8226 108.8 and HOP-62 98.9.
`CC(=O)Oc1cccc2c1C(=O)c1c(OC(C)=O)cc(C(=O)O)cc1C2=O` gave MOLT-4 101.6, EKVX 99.4, A549/ATCC 101.9, M14 108.3 and HOP-62 102.9.
Screening CC1=NN(c2ccccc2)C(=O)/C1=C\c1ccccc1 returned MOLT-4 94.0, CCRF-CEM 109.3, HOP-92 95.7, A549/ATCC 104.7, M14 105.6, RPMI-8226 100.7 and HOP-62 103.3.
Screening COc1cc([C@@H]2c3cc4c(cc3[C@H](O)[C@@H](CO)[C@@H]2C(=O)O)OCO4)cc(OC)c1OC returned MOLT-4 103.7, EKVX 106.8, CCRF-CEM 106.3, HOP-92 74.0, A549/ATCC 91.2, M14 91.9, RPMI-8226 102.4 and HOP-62 100.5.
Screening CC(=O)OCCCC1CO1 (centres undefined) returned MOLT-4 96.8, CCRF-CEM 86.1, HOP-92 113.4, A549/ATCC 97.3, M14 100.9, RPMI-8226 102.0 and HOP-62 101.7.
O=C(O)COc1nc(-c2ccco2)cc(-c2ccc(Cl)cc2Cl)n1 was read as MOLT-4 88.4, EKVX 84.8, HOP-92 69.3, A549/ATCC 92.7, M14 108.5, RPMI-8226 91.8 and HOP-62 113.3.
`CC(=O)Oc1cccc(C2c3cccn3-c3ccccc3N2C(C)=O)c1O` (centres undefined) gave MOLT-4 91.5, EKVX 64.0, CCRF-CEM 58.2, A549/ATCC 105.2, M14 69.6, RPMI-8226 87.5 and HOP-62 110.4.
`CN(C)C(=O)c1ccccc1C(=O)O` gave MOLT-4 91.3, EKVX 99.8, CCRF-CEM 97.2, HOP-92 114.2, A549/ATCC 100.0, M14 104.3, RPMI-8226 115.1 and HOP-62 97.8.
For COc1ccc2nc(-c3ccc(OC)c(OC)c3)cc(-c3nnc(SCC(=O)Nc4ccc(C(C)=O)cc4)o3)c2c1 the results were MOLT-4 95.5, EKVX 108.3, CCRF-CEM 94.8, HOP-92 116.3, A549/ATCC 94.0, M14 104.6, RPMI-8226 90.8 and HOP-62 107.0.
N#Cc1ncc(-c2cc(F)ccc2F)c(NC2CCCCCC2)n1 was read as MOLT-4 79.4, CCRF-CEM 81.3, HOP-92 65.2, A549/ATCC 78.0, M14 103.7, RPMI-8226 57.8 and HOP-62 65.9.
Screening CCCCCCOc1cccc(/C=C2\N=C3SCCCN3C2=O)c1 returned MOLT-4 82.0, EKVX 96.5, CCRF-CEM 101.2, HOP-92 99.9, A549/ATCC 88.6, M14 107.0, RPMI-8226 85.2 and HOP-62 95.2.
COc1ccc(-c2nc(Nc3nc4ccccc4[nH]3)nc(N)c2C#N)cc1 was read as MOLT-4 95.0, EKVX 92.4, CCRF-CEM 95.4, HOP-92 88.6, A549/ATCC 106.4, M14 99.5 and RPMI-8226 94.0.
For CCOC(=O)C1=C(C)NC(C)=C(C(=O)OCC)C1C the results were MOLT-4 33.9, EKVX 99.5, CCRF-CEM 77.1, HOP-92 124.3, A549/ATCC 111.7, M14 119.2, RPMI-8226 109.4 and HOP-62 98.9.
Cc1ccc(NC(=O)c2ccc(Cl)cc2)c(Br)c1 was read as MOLT-4 70.8, EKVX 67.0, CCRF-CEM 138.6, A549/ATCC 98.8, M14 95.5 and RPMI-8226 116.1.
For COC(=O)C1=C(C)NC(C)=C(C(=O)OCc2ccccc2)C1c1cccc(C#N)c1 (centres undefined) the results were MOLT-4 43.9, EKVX 73.3, CCRF-CEM 62.5, HOP-92 87.3, A549/ATCC 68.7, M14 84.5, RPMI-8226 47.5 and HOP-62 83.1.
`CNC(=O)c1ccc2cc(OC)c(OC)cc2c1` gave MOLT-4 101.1, EKVX 105.1, CCRF-CEM 99.0, HOP-92 88.0, A549/ATCC 89.1, M14 108.0, RPMI-8226 105.1 and HOP-62 103.6.
For C[C@H](CSC(=O)c1ccccc1)C(=O)N1c2ccccc2C[C@H]1C(=O)O the results were MOLT-4 94.4, EKVX 84.4, CCRF-CEM 90.5, HOP-92 72.7, A549/ATCC 86.9, M14 98.8, RPMI-8226 85.7 and HOP-62 77.4.
CC(=O)N(Cc1ccccc1)c1nc2c([nH]c3ccccc32)s1 was read as MOLT-4 90.3, EKVX 96.9, CCRF-CEM 97.0, A549/ATCC 92.9, M14 103.3, RPMI-8226 88.7 and HOP-62 97.2.
`Cn1c(=O)c2c(ncn2CN2CCCCC2)n(C)c1=O` gave MOLT-4 107.6, CCRF-CEM 102.9, A549/ATCC 100.3, M14 109.2, RPMI-8226 105.0 and HOP-62 98.2.

Part of the list above in order of number of heavy atoms, rising:
`CNC(=O)c1ccc2cc(OC)c(OC)cc2c1` gave MOLT-4 101.1, EKVX 105.1, CCRF-CEM 99.0, HOP-92 88.0, A549/ATCC 89.1, M14 108.0, RPMI-8226 105.1 and HOP-62 103.6.
For CCOC(=O)C1=C(C)NC(C)=C(C(=O)OCC)C1C the results were MOLT-4 33.9, EKVX 99.5, CCRF-CEM 77.1, HOP-92 124.3, A549/ATCC 111.7, M14 119.2, RPMI-8226 109.4 and HOP-62 98.9.
CC(=O)N(Cc1ccccc1)c1nc2c([nH]c3ccccc32)s1 was read as MOLT-4 90.3, EKVX 96.9, CCRF-CEM 97.0, A549/ATCC 92.9, M14 103.3, RPMI-8226 88.7 and HOP-62 97.2.
COc1ccc(-c2nc(Nc3nc4ccccc4[nH]3)nc(N)c2C#N)cc1 was read as MOLT-4 95.0, EKVX 92.4, CCRF-CEM 95.4, HOP-92 88.6, A549/ATCC 106.4, M14 99.5 and RPMI-8226 94.0.
For COC(=O)C1=C(C)NC(C)=C(C(=O)OCc2ccccc2)C1c1cccc(C#N)c1 (centres undefined) the results were MOLT-4 43.9, EKVX 73.3, CCRF-CEM 62.5, HOP-92 87.3, A549/ATCC 68.7, M14 84.5, RPMI-8226 47.5 and HOP-62 83.1.

(more compounds)
Cc1ccc(-c2nc(C#N)c(N3CCN(S(=O)(=O)c4ccc(Cl)cc4)CC3)o2)cc1 was read as EKVX 106.2, CCRF-CEM 108.6, HOP-92 106.7, A549/ATCC 95.0, M14 93.4, RPMI-8226 93.8 and HOP-62 119.8.
CCOC(=O)COc1ccc(OC)cc1 was read as MOLT-4 95.8, EKVX 100.3, CCRF-CEM 95.9, HOP-92 108.4, A549/ATCC 116.1, M14 101.9, RPMI-8226 102.4 and HOP-62 100.2.
For CCCNC(C)C(=O)Nc1ccccc1C (centres undefined) the results were MOLT-4 98.8, EKVX 108.5, CCRF-CEM 106.0, HOP-92 112.1, A549/ATCC 103.0, M14 109.6, RPMI-8226 101.8 and HOP-62 113.3.
`Cn1c(=O)c2[nH]c(/C=C/c3ccc4c(c3)OCO4)nc2n(C)c1=O` gave MOLT-4 95.0, EKVX 116.7, CCRF-CEM 105.6, HOP-92 86.3, A549/ATCC 102.0, M14 90.7, RPMI-8226 91.6 and HOP-62 100.8.
`COc1ccccc1-n1cc(C#N)c(N)c1C(=O)c1ccc(C)cc1` gave MOLT-4 83.1, EKVX 89.1, CCRF-CEM 85.6, A549/ATCC 89.8, M14 59.8, RPMI-8226 99.7 and HOP-62 77.7.
For CCNC(=O)N1CCc2c(Br)c3c(c(OC)c2C1Cc1ccc(OC)cc1)OCO3 (centres undefined) the results were MOLT-4 23.6, EKVX 54.4, CCRF-CEM 31.5, HOP-92 40.6, A549/ATCC 34.2, M14 11.6, RPMI-8226 44.3 and HOP-62 36.3.
Screening O=C1CC(c2ccccc2Cl)c2cnn(Cc3ccc4c(c3)OCO4)c2N1 (centres undefined) returned MOLT-4 93.9, EKVX 93.2, CCRF-CEM 98.0, HOP-92 84.8, A549/ATCC 70.7, M14 106.5, RPMI-8226 87.5 and HOP-62 95.4.

Compound activity deposited in PubChem by NCI.
